EWS-Fli inh – EWS/Fli transcriptional activity inhibition | A673 NR0B1-luciferase reporter, viability-normalised | inhibition, % at 12.6 µM | 350,000 compounds, 0.67% hits | AID 651661;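 active = mean inhibition of at least 50% after viability correction, with every replicate also passing that limit; inconclusive = mean reaches 50% but only one of two replicates passes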;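 note: firefly luciferase signal divided by Alamar Blue viability fluorescence both relative to DMSO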
Casp6 inh – blocks human caspase-6 cleavage activity; P55212; purified caspase-6, Z-VEID-R110 cleavage fluorescence; inhibition, % at 12.5 µM; 350,000 compounds, 0.53% hits; AID 686996;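 active = mean inhibition across replicates at least about 35%, with every replicate also reaching that limit, limit read from the data; inconclusive = only one of the two criteria met; inactive = neither criterion met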;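 note: 0% = median of neutral control wells and 100% = no fluorescence left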
Target sequence (P55212 24-179 limits assumed): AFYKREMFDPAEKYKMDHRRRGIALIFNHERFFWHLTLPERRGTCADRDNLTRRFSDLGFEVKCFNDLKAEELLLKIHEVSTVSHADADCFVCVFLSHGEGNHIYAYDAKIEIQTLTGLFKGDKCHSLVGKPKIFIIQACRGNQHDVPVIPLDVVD
Target sequence (P55212 194-293 limits assumed): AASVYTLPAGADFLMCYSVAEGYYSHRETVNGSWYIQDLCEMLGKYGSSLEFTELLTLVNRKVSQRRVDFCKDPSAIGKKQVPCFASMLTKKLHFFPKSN
SIRT5 inh – inhibitors of human sirtuin-5 desuccinylase; Q9NXA8; Purified SirT5, succinyl-peptide AMC, trypsin-coupled fluorescence; inhibition, % at 15 µM; 330,000 compounds, 1.1% hits; AID 652115; in the data active = inhibition above about 15%; inconclusive = no clear call, values can overlap the other calls
Target sequence (Q9NXA8 whole entry, looked up): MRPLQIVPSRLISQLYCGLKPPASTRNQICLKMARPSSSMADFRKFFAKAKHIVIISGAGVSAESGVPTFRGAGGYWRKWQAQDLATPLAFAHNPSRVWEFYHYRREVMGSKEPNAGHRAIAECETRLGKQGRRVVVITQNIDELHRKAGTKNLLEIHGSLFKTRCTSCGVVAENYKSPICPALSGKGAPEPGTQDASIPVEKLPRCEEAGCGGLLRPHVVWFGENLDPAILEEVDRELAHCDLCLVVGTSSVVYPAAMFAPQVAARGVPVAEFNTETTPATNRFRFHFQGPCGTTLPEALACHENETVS
PAX8 reporter – inhibitors of PAX8 transcriptional activity in RMG-I cells | inhibition, % at 12.6 µM | 360,000 compounds, 1.2% hits | RMG-I TPO-luciferase reporter, SteadyGlo, 24 h | AID 652154;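 active = mean replicate inhibition at least 60% with every replicate also reaching 60%; inconclusive = only one of the two criteria is met; inactive = mean below 60% and not all replicates reaching 60%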;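 note: luciferase light reporting Pax8 driven TPO promoter activity; plate controls were median of neutral control wells for no effect and mitoxantrone controls for full effect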
ARNT-TACC3 inh – disruptors of human ARNT/TACC3 interaction; Q9Y6A5; AlphaScreen His-ARNT PAS-B/GST-TACC3 binding, luminescence; TACC3 fragment carries E629A point mutation; inhibition, % at 9.99 µM; 390,000 compounds, 0.66% hits; AID 623870;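 active = mean inhibition of replicates at least 50% and at least half of replicates each reaching 50%; inconclusive = half or more replicates reach 50% but mean below 50%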;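 note: 0% = complete ARNT plus TACC3 wells and 100% = ARNT alone without TACC3; many hits fall short of the cut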
DENV2 CPE rescue – inhibitors of DENV2 cytopathic effect; DENV2-infected cells, cytopathic effect rescue, plate reader; CPE inhibition, % at 9.99 µM; 350,000 compounds, 1.7% hits; in the data active = CPE inhibition above about 20%, passing the limit was not always enough; inconclusive = no clear call, values can overlap the other calls; tested in BHK-21 cells;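 note: 0% = median of neutral control wells and 100% = median of positive control wells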
LGR2 antag – inhibitors of bursicon-induced Drosophila LGR2 receptor cAMP signaling; HEK293 LGR2, CRE-luciferase, bursicon-stimulated, 4 h; 380,000 compounds, 0.35% hits; inhibition, % at 9.99 µM; AID 720647;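 active = drop in luminescence signal, shown as inhibition above about 50% in the replicate tests, limit read from the data, passing the limit was not always enough; inconclusive = probably only some replicates passing the limit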;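 note: agonist challenge used bursicon conditioned medium at about half maximal strength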
* = called active by the depositor; ? = inconclusive; / = no result given; & = joins results of further samples.

The line under a structure holds: EWS-Fli inh	LGR2 antag	ARNT-TACC3 inh	SIRT5 inh	Casp6 inh	DENV2 CPE rescue	PAX8 reporter
COc1cccc(C2C(C(N)=O)=C(C)Nc3nc(CCCO)nn32)c1OC (stereo not given)
→ 2	-6	-5	/	1	-9	5
CN(C)C(=O)C[C@@H]1C=C[C@@H](NC(=O)C2CC2)[C@H](CO)O1
→ 4	-1	0	1	0	2	/
CNc1ccccc1C(=O)OCC(=O)Nc1ccc2c(c1)OCO2
→ -4	-13	-1	1	3	-2	-29
C[C@@H]1CN([C@@H](C)CO)C(=O)c2cc(N(C)C)ccc2O[C@H]1CN(C)C(=O)Nc1ccc(C(F)(F)F)cc1
→ 4	8	-4	-2	1	1	24
CC(=O)c1ccc(OCc2cc(C(=O)NC(C)CCn3cccn3)no2)cc1 (stereo not given)
→ -74	-36	/	1	2	-1	-198
C[C@H](CO)N1C[C@H](C)[C@H](CN(C)Cc2ccc(-c3ccccc3)cc2)Oc2c(NS(C)(=O)=O)cccc2C1=O
→ 0	1	9	-2	0	-1	-7
O=C(CN1CCN(S(=O)(=O)c2ccc3c(c2)OCCO3)CC1)Nc1ccccc1Br
→ 13	-1	1	-10	-2	-2	-5
CCOC(=O)C1CCN(Cc2cc(=O)n3c(-c4ccccc4)csc3n2)CC1
→ 1	/	/	1	6	-1	10
COc1ccccc1OCCCOc1cccc(/C=C2\SC(=O)NC2=O)c1
→ 7	-6	-12	-1	-1	-6	-3
Cc1cc(S(=O)(=O)N2CCCC2)ccc1OCC(=O)Nc1ccc(C(N)=O)cc1
→ 6	-4	-1	-2	1	2	-14
C[C@H](CO)N1C[C@H](C)[C@@H](CN(C)Cc2cccc(F)c2)OCc2ccccc2-c2c(n(C)c3ccccc23)C1=O
→ -2	4	/	5	-1	16	31
CCc1ccc(NC(=O)C2CCN(S(=O)(=O)c3c(C)noc3C)CC2)cc1
→ /	10	-4	-5	2	-6	2
O=S(=O)(c1ccc(OCC(O)CN2CCC(Cc3ccccc3)CC2)cc1)N1CCOCC1 (stereo not given)
→ 17	-15	8	-11	-8	-8	/
CC1CCCC(NC(=O)c2ccc3c(SCC(=O)O)c4c(nc3c2)CCC4)C1C (stereo not given)
→ -8	9	-6	0	43*	6	-7
Cc1cc(NC(=O)C(C)SCC(=O)Nc2ccc(SC(F)F)cc2)no1 (stereo not given)
→ /	-3	-1	-3	0	-6	3
Cc1sc2ncnc(N3CCC(C(=O)Nc4nc5ccc(Cl)cc5s4)CC3)c2c1C
→ -76	-58	-3	0	0	-1	-89
CCCNC(=O)C(Cc1cccc(Cl)c1)NC(=O)c1ccc(C#N)cc1 (stereo not given)
→ -3	-13	-9	/	-1	-8	10
Cc1ccc(CN(C(=O)c2ccco2)C2CCS(=O)(=O)C2)cc1 (stereo not given)
→ /	17	-3	-8	-3	4	-2
CCOC(=O)N1CCN(C(=O)c2[nH]c(C(F)(F)F)nc2-c2ccccc2)CC1
→ 1	-6	/	-3	-86	14	14
O=S(=O)(c1ccccc1)N(CC(O)CN1CCCC1)c1ccccc1 (stereo not given)
→ -2	0	/	0	-2	-7	7

Some entries already given, limited to ARNT-TACC3 inh.
molecule	ARNT-TACC3 inh
CCc1ccc(NC(=O)C2CCN(S(=O)(=O)c3c(C)noc3C)CC2)cc1	-4
C[C@H](CO)N1C[C@H](C)[C@H](CN(C)Cc2ccc(-c3ccccc3)cc2)Oc2c(NS(C)(=O)=O)cccc2C1=O	9

Continuation:
The line under a structure holds: EWS-Fli inh	LGR2 antag	ARNT-TACC3 inh	SIRT5 inh	Casp6 inh	DENV2 CPE rescue	PAX8 reporter
CC(C)C#Cc1cnc2c(c1)C(=O)N([C@H](C)CO)C[C@H](C)[C@H](CN(C)S(=O)(=O)c1cn(C)cn1)O2
→ 3	-9	-7	-3	-4	-1	/
Cc1cnc(C(=O)OCC(=O)Nc2ccc(Br)c(C)c2)cn1
→ -20	6	-1	-1	1	-1	0
C[C@@H]1CN([C@@H](C)CO)C(=O)Cc2cc(NS(=O)(=O)c3ccccc3)ccc2O[C@H]1CN(C)S(=O)(=O)c1ccccc1
→ 3	4	-2	3	0	-9	-15
O=C(CSc1nnc(-c2ccc(Cl)cc2)n1CC1CCCO1)NC1CCS(=O)(=O)C1 (stereo not given)
→ 5	12	/	2	-2	1	0
CC(C)(C)c1ccc(-c2n[nH]c(=S)n2CC2CCCO2)cc1 (stereo not given)
→ -3	-7	/	-9	0	14	20
COc1cc(NC(=O)c2cc([N+](=O)[O-])ccc2N2CCOCC2)ccc1NC(=O)c1ccco1
→ /	1	2	-2	-3	-1	1
O=C(CN1CCOCC1)Nc1nc2ccc(Cl)cc2s1
→ -42	5	5	-3	-1	2	-8
C/C=C/c1ccc2c(c1)O[C@H](CN(C)C(=O)Nc1cc(F)ccc1F)[C@@H](C)CN([C@@H](C)CO)S2(=O)=O
→ 24	24	4	5	0	20	/
COc1ccc(C#Cc2ccc3c(c2)O[C@@H](CN(C)S(=O)(=O)c2ccccc2F)[C@@H](C)CN([C@@H](C)CO)S3(=O)=O)cc1
→ 1	2	-7	10	6	-3	6
Cc1cc(NC(=O)CSCC(=O)Nc2nc3ccccc3s2)no1
→ -5	-6	-4	-2	5	45*	-17
COC(=O)c1ccc(Cn2cc(/C=C\[N+](=O)[O-])c3ccccc32)o1
→ 68*	1	-2	3	5	-10	28
Cc1ccc(Oc2c(C(N)=O)cc([N+](=O)[O-])cc2[N+](=O)[O-])cc1
→ /	11	-29	/	/	/	23
C/C=C/c1cccc(-c2nc(C(=O)NCCC)cc3c2[C@@H](CCO)N([S@](=O)C(C)(C)C)C3)c1
→ /	-11	/	-1	2	8	-3
CO[C@H]1CN(C)C(=O)c2ccc(NC(=O)Nc3c(C)noc3C)cc2OC[C@H](C)N(CCC(F)(F)F)C[C@H]1C
→ 3	16	0	5	-1	-4	-25
CCOc1ccc(-n2c(-c3ccccc3)c[nH]c2=S)cc1
→ 8	-22	-5	-9	-1	1	9
O=C(O)Cc1ccc2ccc3ccccc3c2c1
→ -89	/	/	-3	-1	15	-49
CC1(c2ccccc2Cl)NC(=O)N(CC(=O)NCc2ccc3c(c2)OCO3)C1=O (stereo not given)
→ 10	1	5	-3	0	-4	-1
COc1ccc(S(=O)(=O)NNC(=O)Nc2ccc(F)cc2)cc1
→ 4	8	/	7	-1	1	-33
Cc1ccc(C(=O)N2CCCC(N3CCN(c4ccccc4F)CC3)C2)s1 (stereo not given)
→ /	17	-2	1	-1	?	1
COc1ccc(C(=O)Nn2cnc3ccccc3c2=O)c(OC)c1
→ -70	-41	2	-1	1	3	/
CNC(=O)C[C@@H]1CC[C@@H]2[C@@H](COc3ccc(NC(=O)c4ccc(F)c(F)c4)cc3C(=O)N2C)O1
→ -2	4	-6	8	1	-3	-1
COc1ccc(-n2nc(C(=O)NCC(=O)NC3CCCCCC3)c3ccccc3c2=O)c(OC)c1
→ -14	18	-1	8	0	10	-39
CCC(CC)C(=O)c1c[nH]c(C(=O)NCc2ccc(F)cc2)c1
→ 0	4	-1	2	-1	14	2
C[C@H](CO)N1C[C@H](C)[C@@H](CN(C)Cc2ccc(Cl)c(Cl)c2)Oc2c(NC(=O)C3CCOCC3)cccc2C1=O
→ 2&3	-10&-6	3&8	9&-2	-1&8	?	30
O=C(C1CCOCC1)N1C[C@@H]2[C@H](c3ccccc31)[C@H](CO)N2Cc1ccccc1Cl
→ 0	10	-5	-3	-4	5	-11
Cc1ccc(NC(=O)NC2C(NC(=O)Nc3ccc(C)cc3)N(C)C(=O)N2C)cc1 (stereo not given)
→ /	-21	-6	-1	-1	/	/
O=C(CCS(=O)(=O)c1ccccc1)Nc1ccccn1
→ 0	-17	-9	-2	23	-8	-22
Cc1ccc(S(=O)(=O)Nc2ccc3c(c2)CC(=O)N([C@H](C)CO)C[C@@H](C)[C@@H](CN(C)C(=O)NC(C)C)O3)cc1
→ -1	-17	-1	-4	1	-5	6
Cc1ccc(CC(=O)NCc2cccnc2)cc1
→ -2	/	/	-5	-1	-5	-2
O=C(NNc1cccc(Cl)n1)c1ccccc1CC[N+](=O)[O-]
→ 4	12	-6	8	3	2	14
CCOc1ccc(CNC(=S)Nc2ccccc2)cc1Cl
→ 4	23	-3	5	2	-5	13
Cc1nn(-c2ccc(F)cc2)c(Cl)c1/C=C/C(=O)OCC(=O)Nc1ccc(F)cc1F
→ /	-9	1	/	/	/	10
Cc1ccc(CNC(=O)c2ccc(N3CCC4(CC3)CC(c3ccccc3)=NO4)c(NC(=O)c3ccco3)c2)cc1
→ 13	3	-5	/	1	/	22
Cc1ccc(NC(=O)Cc2ccc(Cl)cc2)cc1S(=O)(=O)N1CCCCCC1
→ 19	16	-4	1	-2	-5	26
CCOC(=O)c1[nH]c(C)c(C(=O)/C=C/c2ccc(C(=O)O)cc2)c1C
→ 2	-6	12	3	5	2	-4
CCN(CC)S(=O)(=O)c1cccc(C(=O)N/N=C/c2cccc(O)c2O)c1
→ 9	-19	11	-1	1	1	48
C[C@@H]1CN([C@H](C)CO)C(=O)Cc2cc(NS(C)(=O)=O)ccc2O[C@H]1CN(C)Cc1ccc(-c2ccccc2)cc1
→ /	7	-5	-3	4	8	17
COc1ccc2[nH]c3c(c2c1)CCN1C(=O)C(CC(=O)NCCc2ccccn2)C[C@H](C(=O)N2CCOCC2)[C@@]31C (stereo not given in full)
→ 2	-8	-4	-1	2	0	-6
CSc1nc(-c2ccc(Cl)cc2)c(C#N)c(=O)[nH]1
→ -6	3	-1	1	2	/	-3
O=C(NCc1csc(-c2cccs2)n1)Nc1ccc(C(F)(F)F)cc1
→ 0	-17	/	-2	-4	-5	-25
COc1ccccc1OCc1n[nH]c(=S)n1Cc1ccccc1
→ 10	11	0	-5	0	2	6
Cc1ccc(Sc2c(O)c3ccccc3n(C)c2=O)cc1
→ -3	7	-3	0	-4	4	3
CC(C)[C@H](NC(N)=O)C(=O)NCCc1ccc(Cl)cc1
→ 1	16	-6	2	0	4	22
CC(NC(=O)CCNC(=O)c1ccc(Br)cc1)c1ccc(S(N)(=O)=O)cc1 (stereo not given)
→ 2	3	27	3	-4	-11	1
CN1CCN(C(=O)c2cc3c(c(-c4cccc(C5=CCCC5)c4)n2)[C@@H](CCO)N([S@](=O)C(C)(C)C)C3)CC1
→ -15	6	-2	9	-9	1	2
Cc1cc(Nc2c(C)cccc2C)n2nc(C)nc2n1
→ 1	3	/	/	0	4	9
Cc1nc(C(C)NC(=O)c2cc(COc3ccc(F)c(F)c3)on2)cs1 (stereo not given)
→ /	-9	-1	4	-2	7	-17
CCCCOc1ccc(S(=O)(=O)NC(=O)C2(C)CCN2C(=O)CCc2ccccc2)cc1 (stereo not given)
→ -17	-13	/	/	0	-13	14
NNc1nc(-c2ccccc2Cl)c2cc(Br)ccc2n1
→ 12	-9	3	-4	-2	2	-20
Cc1ccc2c(CC(=O)OC(C)C(=O)Nc3ncc(Cl)cc3Cl)coc2c1 (stereo not given)
→ -2	28	-50	8	-4	79*	?
OC[C@@H]1[C@@H](c2ccc(F)cc2)C(c2ccccc2)=NN1c1ccccc1
→ 3	8	-141	-3	4	17	5
COc1ccc(C(=O)NCC(c2cccs2)N2CCOCC2)cc1OC (stereo not given)
→ -1	4	25	-2	2	2	7
CO[C@H]1CN(C)C(=O)c2cc(NC(=O)c3cnccn3)ccc2OC[C@@H](C)N(C(C)=O)C[C@H]1C
→ 0	-15	1	/	2	7	-1
CC(C)CNC(=O)c1cccc2c1-c1ccccc1C2=O
→ -2	16	-12	-2	0	4	1
C#CCN1CC(COc2ccccc2)OCCS1(=O)=O (stereo not given)
→ 1	-5	/	0	-4	-9	4
CCOc1ccc(C2CC(=O)NC2=O)cc1 (stereo not given)
→ -5	3	3	-2	0	8	-1
O=C(Cc1ccccc1)N1CC[C@H]2[C@H](CO)Nc3ccc(-c4ccccc4F)cc3[C@H]21
→ -7	-8	9	0	-4	2	1
C[C@@H]1CN([C@H](C)CO)C(=O)c2cc(NC(=O)C3CCCCC3)ccc2O[C@@H]1CN(C)C
→ -4	-3	-4	-3	1	-11	-20
